AID inh – blocks human AID cytidine deaminase activity. Potency, µM (doses to about 115 µM), without a hit: at the highest dose activity change, negative = inhibition, usual class: inhibitors. AID 1347428. hit rate 0.32% among 91,000. AID deamination FRET fluorescence, UDG-coupled, 4 h. Q9GZX7; note: nearly all actives have a fitted effect of over 25% in size
Target sequence (Q9GZX7 whole entry, looked up): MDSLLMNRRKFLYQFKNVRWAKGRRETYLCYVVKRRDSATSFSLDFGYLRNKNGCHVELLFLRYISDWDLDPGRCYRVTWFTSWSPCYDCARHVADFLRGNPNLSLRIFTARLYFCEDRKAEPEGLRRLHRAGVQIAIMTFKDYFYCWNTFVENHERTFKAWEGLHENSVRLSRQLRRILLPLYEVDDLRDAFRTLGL
UDG counterscr – counter-screen for AID inhibitors: uracil-DNA glycosylase inhibition. hit rate 0.14% among 91,000. Potency, µM (titrated, usually from 115 µM), for the others: at the highest dose activity change, negative = inhibition, actives largely listed as inhibitors. AID 1347430. FRET deamination/UDG coupled assay, UDG read, 4 h; note: nearly all actives have a fitted effect of over 65% in size
* = called active by the depositor; ? = inconclusive; [ ] = dose if it differs, or a comment. Calls come from the whole dose curve; as a rule, active = well fitted curve in the direction sought with a large enough effect; inconclusive = small, poorly fitted or top-dose-only effect, or another doubt; inactive = no such curve, though single readings can be large; an effect the other way counts as inactive or inconclusive. % is set by controls: 0 for no effect and ±100 for the full control effect; potency is the fitted concentration of half-maximal effect.

SMILES	AID inh	UDG counterscr
Cc1ccc(C(=O)Cn2c(Br)nc3c2c(=O)n(C)c(=O)n3C)cc1	-14%	-7%
Cc1cc(C)c2c(-n3cccc3)c(C(=O)NCCCN3CCCCC3C)sc2n1 (configuration not stated)	27%	-3%
O=C(NCC(c1ccccc1)c1c[nH]c2ccccc12)c1ccc[n+]([O-])c1 (configuration not stated)	-6%	-8%
CCc1cccc(C)c1NC(=O)CC12CC3CC(CC(C3)C1)C2	-8%	-9%
COc1cc(C2c3c(-c4cc(C)ccc4O)n[nH]c3C(=O)N2Cc2ccco2)cc(OC)c1OC (configuration not stated)	-10%	-3%
COc1ccc(NC(=O)CN2CCN(CC(=O)Nc3ccccc3F)CC2)c(OC)c1	-2%	-17%
Cc1c(-c2nsc(NC(=O)c3ccc(Cl)cc3)n2)nnn1-c1ccc(C(C)C)cc1	-22%	-14%
CC(C)NC(=O)c1cc(Cl)ccc1OCc1ccccc1	-13%	4%
COc1ccc(C)cc1NC(=O)c1oc2ccc(S(=O)(=O)N3CCC4(CC3)OCCO4)cc2c1C	2%	-7%
Cc1ccc(NC(=O)C2CCCN(S(=O)(=O)c3cccc4nsnc34)C2)c(C)c1 (configuration not stated)	9%	-4%
Cc1[nH]c2ccc(Cl)cc2c1C(=O)CCl	-8%	4%
Cc1ccc(NC(=O)CC(C)S(=O)(=O)c2ccc3c(c2)NC(=O)CO3)cc1Cl (configuration not stated)	7%	-10%[57.5 µM]
COc1ccc(Nc2c(-c3cccc(O)c3)nc3cnccn23)cc1	6%	-1%
Fc1ccc(-c2csc(-c3ccncc3)n2)cc1	-8%	-10%
CC(C)c1ccc(NC(=O)COC(=O)CC2CCCC2)cc1	-1%	2%
C/C(CC1(O)C(=O)Nc2ccccc21)=N/O (configuration not stated)	-4%	-1%
O=C(CN1CCCc2cc(F)cc(F)c21)Nc1cccc2nsnc12	-10%	-20%
COc1cc(C2c3c(-c4c(C)cc(C)cc4O)n[nH]c3C(=O)N2CCCOC(C)C)cc(OC)c1OC (configuration not stated)	10%	0%
CCc1nc(N2CCN(C(=O)CN3CCOCC3)CC2)c(C#N)c2c1COC(C)(C)C2	0%	7%
COC(=O)c1sc(NC(=O)CN2c3ccccc3CC2C)c(C(=O)OC)c1C (configuration not stated)	2%	11%
CN(Cc1cccc(F)c1)C(=O)COc1ccc2c(C(F)(F)F)cc(=O)oc2c1	-11%	-8%
O=C(NCC1CCCO1)c1ccccc1-c1nc(-c2ccc(Cl)cc2)no1 (configuration not stated)	-3%	-3%
CCOC(=O)c1noc2nc(C)n(Cc3cccc([N+](=O)[O-])c3)c(=O)c12	12%	-5%
Oc1ccc(-c2nc(-c3ccc(F)cc3)c(-c3ccncc3)[nH]2)cc1	-2%	-4%

A different layout for part of the listing above.
CCc1nc(N2CCN(C(=O)CN3CCOCC3)CC2)c(C#N)c2c1COC(C)(C)C2
  AID inh: 0%; UDG counterscr: 7%

COC(=O)c1sc(NC(=O)CN2c3ccccc3CC2C)c(C(=O)OC)c1C (configuration not stated)
  AID inh: 2%; UDG counterscr: 11%

Back to the main list; the 7 compounds before the break are reprinted first.
SMILES	AID inh	UDG counterscr
COc1cc(C2c3c(-c4c(C)cc(C)cc4O)n[nH]c3C(=O)N2CCCOC(C)C)cc(OC)c1OC (configuration not stated)	10%	0%
CCc1nc(N2CCN(C(=O)CN3CCOCC3)CC2)c(C#N)c2c1COC(C)(C)C2	0%	7%
COC(=O)c1sc(NC(=O)CN2c3ccccc3CC2C)c(C(=O)OC)c1C (configuration not stated)	2%	11%
CN(Cc1cccc(F)c1)C(=O)COc1ccc2c(C(F)(F)F)cc(=O)oc2c1	-11%	-8%
O=C(NCC1CCCO1)c1ccccc1-c1nc(-c2ccc(Cl)cc2)no1 (configuration not stated)	-3%	-3%
CCOC(=O)c1noc2nc(C)n(Cc3cccc([N+](=O)[O-])c3)c(=O)c12	12%	-5%
Oc1ccc(-c2nc(-c3ccc(F)cc3)c(-c3ccncc3)[nH]2)cc1	-2%	-4%
Cc1cc(C(=O)NCCc2ccc(Cl)cc2)c2c(C)nn(-c3ccccc3)c2n1	-5%	-3%
Clc1ccc(CNc2nc3ccccc3c3nc(-c4cccnc4)nn23)cc1	16%	?
CCOc1cc(C2Sc3ccccc3NC3=C2C(=O)c2ccccc23)ccc1O (configuration not stated)	-3%	-6%
CN(Cc1cccs1)C(=O)/C=C/c1ccc(C#N)cc1	-3%	0%
CCOc1ccccc1CNC(=O)C1CCN(c2nnc(N3CCCC3=O)s2)CC1	-6%	-3%
Cn1c(=O)c2c(nc(Cl)n2CCC#N)n(C)c1=O	-3%	1%
O=C(CSc1nnnn1C1CCCCC1)Nc1cccc(CN2CCSCC2)c1	-4%	3%
CC(=O)N1CCC(C(=O)Nc2cccc(S(=O)(=O)N3CCCC3)c2)CC1	-8%	-9%
COc1ccc(NS(=O)(=O)c2ccc3c(c2)C(C(C)C)C(=O)N3)cc1 (configuration not stated)	36%	-2%
CCCOc1ccc(CNC(=O)C2CCN(c3nc4ccccc4nc3C(F)(F)F)CC2)cc1	-5%	-15%
COCCCNC(=O)Cn1nc(C)c2ccccc2c1=O	4%	6%
CCC1CCc2sc(C(=O)NC3CC3)cc2C1 (configuration not stated)	-1%	5%
CCCN(CCC)C(=O)c1c[nH]c2ccc(S(=O)(=O)Nc3cc(C)cc(C)c3)cc2c1=O	6%	-21%[57.5 µM]
COc1ccc(C(=O)OCc2ccc(Br)cc2)c(OC)c1	-6%	-6%
Cc1c(Cl)cccc1NC(=O)C(C)n1nnc2sc3c(c2c1=O)CCCC3 (configuration not stated)	18%	6%
COc1cccc(C(=O)Oc2ccc3ccccc3c2)c1	-11%	-7%
COc1ccc(N2CCN(C(=O)CSc3nc(-c4ccccc4)no3)CC2)cc1	12%	22%
CCC(CC)C(=O)Nc1ccc(OCc2cc(=O)n3c4c(sc3n2)CCCC4)cc1	59%[activator]	0%
Cc1ccc(N2C(=O)CCS2(=O)=O)cc1S(=O)(=O)NC1CCCC1	-2%	-3%
N#C/C(=C\c1ccc(Br)cc1)c1nc(-c2cc3cc(Br)ccc3oc2=O)cs1	17%	-4%
Cc1ccc(-c2csc(NC(=O)C34CC5CC(CC(C5)C3)C4)n2)cc1	-1%	-1%
O=C(NCCCN1CCN(c2ccc(F)cc2)CC1)c1cc2c(Cl)nc3ccccc3c2s1	10%	3%
CCCS(=O)(=O)N1CCC(n2c(C)nc3cccnc32)CC1	22%[57.5 µM]	-4%[57.5 µM]
CC(C)Oc1ccc(CN2CCc3nc(Nc4ccc5c(c4)OCCO5)ncc3C2)cc1	?	-2%
CNc1c(NC(=O)Nc2ccccc2F)c(=O)oc2ccccc12	-11%	36%[activator]
O=C(CSc1ccc2c(c1)OCCCO2)NCc1ccc2c(c1)OCO2	3%	6%
COc1ccc(CC(=O)Nc2c(C(=O)Nc3ccc(F)cc3)oc3ccccc23)cc1OC	-7%	-10%
CC(=O)C1=C(c2ccc(Cl)c(Cl)c2)N(C(C)=O)n2c(C)nnc2S1	108%[activator]	4%
CCc1nn2c(=O)cc(COC(=O)CNC(=O)c3ccccc3)nc2s1	16%	-2%
CCCOc1ccc(CNC(=O)CN2C(=O)c3cccnc3Oc3ccc(C)cc32)cc1	2%	-11%
CNS(=O)(=O)c1cn(CC(=O)N2CCN(c3cccc(C)c3C)CC2)cc1S(=O)(=O)NC	-2%	?
Cc1ccc(C(=O)NC2Cc3ccccc3C2)cc1	4%	-2%
Cc1nn2c(=O)cc(COC(=O)c3cccc(NC(=O)c4cccs4)c3)nc2s1	53%[activator]	5%
Cc1ccc(C(=O)Nc2nnc(S(=O)(=O)N3CCN(c4ccc(F)cc4)CC3)s2)cc1	8%	1%
CCOc1cc(C(=O)O)ccc1OCc1ccccc1	4%	2%
COc1cccc(Oc2coc3cc(OS(C)(=O)=O)ccc3c2=O)c1	0%	8%

Another view of some results above:
smiles | AID inh | UDG counterscr
CCOc1cc(C(=O)O)ccc1OCc1ccccc1 | 4% | 2%
CNS(=O)(=O)c1cn(CC(=O)N2CCN(c3cccc(C)c3C)CC2)cc1S(=O)(=O)NC | -2% | ?
CCc1nn2c(=O)cc(COC(=O)CNC(=O)c3ccccc3)nc2s1 | 16% | -2%

Further records follow:
SMILES	AID inh	UDG counterscr
COc1ccc(NC(=O)CC2C(=O)N(c3ccc(F)cc3)C(=O)N2Cc2ccc3c(c2)OCO3)cc1 (configuration not stated)	16%	17%
Cc1cc(C)nc(-n2nc(C)c3c2NC(=O)CC3c2cccc(O)c2)n1 (configuration not stated)	-3%	16%
Cc1ccc(Cl)cc1-n1ncc2c(N3CCN(Cc4ccccc4)CC3)ncnc21	?	0%
CCOC(=O)C1CCCN(CC(=O)c2cc(C)n(C3CCS(=O)(=O)C3)c2C)C1 (configuration not stated)	30%[activator]	4%
CCCNc1ncnc2onc(C)c12	-24%	-12%
O=C(O)CCCCCCCCCCc1ccc(C(=O)O)s1	10%	6%
CCCCOc1ccc(C(=O)Nc2ccc3c(c2)CCCN3C(=O)c2cccs2)cc1	-14%	-7%
COc1cc(C(=O)Nc2ccc(OCc3cc(=O)n4cccc(C)c4n3)cc2)cc(OC)c1OC	22µM*	-2%
COC(=O)c1ccc(CCNC(=O)c2nccnc2N)cc1	-2%	-6%
Cc1cccc2c1ccn2CCC(=O)Nc1nnc(C(C)C)s1	4%	7%
CC(C)(C)c1ccc2c(c1)OCCOCCOCCOCCO2	1%	-5%
O=C(NCC1CC1)c1ccccc1Nc1ccccc1	-5%	-1%
O=C(COCc1cc(-c2ccco2)on1)Nc1cc(Cl)ccc1O	6%	8%
CCN(CC(=O)Nc1c(F)cccc1F)C(=O)c1nn(Cc2ccccc2)c(=O)c2ccccc12	-5%	-3%
CCN(CC)S(=O)(=O)c1ccc(C)c(N)c1	-1%	-2%
N#CC(C(=O)CCc1ccccc1F)C(=O)Nc1ccccc1Cl (configuration not stated)	-1%	6%
Cc1cccc(C)c1N1CC(c2nc3ccccc3n2CC(=O)OC(C)C)CC1=O (configuration not stated)	-5%	-22%
CCc1nc(SC)ncc1C(=O)NCCc1ccc(C)cc1	-13%	-3%
Cn1nc(C(F)(F)F)c(Br)c1C(=O)Nc1sc2c(c1C(N)=O)CCC2	-2%	-7%
Cc1ccccc1-c1nc(C#N)c(NCCN2CCOCC2)o1	0%	0%
CCOc1ccc(/C=C(\C#N)C(=O)Nc2sc3c(c2C(=O)OC)C(C(=O)OC)CC3)cc1OC (configuration not stated)	26%	?
Cc1oc(-c2cccc(Br)c2)nc1Cn1c(SCc2cccc(F)c2)nc2cccnc21	?	-19%[57.5 µM]
COc1ccc(-c2nnc(SCCOc3ccccc3C)o2)cc1OC	-8%	-22%
Cc1ccc(C2=NC(c3ccc(F)cc3)=Nc3ccc(C)cc3N2)cc1	14%	20%
COc1ccc(NC(=O)COCc2cc(-c3ccc4c(c3)OCO4)on2)cc1	10%	8%
COc1ccc(NC(=O)CSc2oc(-c3ccc(C)cc3)nc2S(=O)(=O)c2ccc(C)cc2)c(OC)c1	5%	-15%
CC(=O)Nc1ccc(C(=O)N(CCc2ccccc2)Cc2ccccc2)s1	-11%	3%
Cn1c(=O)[nH]c(=O)c2c1nc(NC1CCCCC1)n2CCCc1ccccc1	1%	-2%
O=C(NCc1ccc(Cl)cc1)c1ccc(CSCc2cccc(Cl)c2)o1	-15%	-16%[57.5 µM]
O=C(O)c1cccc2ncccc12	13%	5%
CCCCc1[nH]nc2c1C1(C(=O)Nc3ccc(F)cc31)C(C#N)=C(N)O2 (configuration not stated)	2%	-3%
CCN(CC)c1ccc(C(=O)N2CCc3c([nH]c4ccccc34)C2c2ccc(F)cc2)cc1 (configuration not stated)	?	-18%[57.5 µM]
CCCOc1ccc(/C=C(/C#N)c2nc3ccccc3[nH]2)cc1Br	-16%	-3%
CC(=O)c1cc(CNC(=O)CCl)cs1	-5%	1%
COC(=O)c1nc(NC(=O)c2cccc(Br)c2)n[nH]1	-10%	-30%
CCn1c(=O)cc(SCC(=O)N2CCN(c3cc(C)ccc3C)CC2)c2ccccc21	?	?
Cc1ccccc1C(=O)N/N=C/C(C)C	-6%	-4%
CN1CCN(CCNC(=O)c2cnn(-c3ccc(F)cc3)c2C2CCN(C(=O)OC(C)(C)C)CC2)CC1	-15%	3%
COc1ccc(NC(=O)CSc2nc(-c3ccccc3)cc(-c3cc(OC)c(OC)c(OC)c3)c2C#N)c(OC)c1	28%	-1%
Cc1c(C)n(Cc2ccc(F)cc2)c2ccc(C(=O)N3CCN(c4ccc(F)cc4)CC3)cc12	?	37%[activator]
CCOc1ccccc1CNCc1c(C(=O)O)n(Cc2ccc(F)cc2)c2cc(C)ccc12	-18%	0%
Cc1cc(-c2nc3ccccc3s2)ccc1NC(=O)c1ccc(C(C)C)cc1	1%	-9%
C/C=C/Cn1c(SCCO)nc2c1c(=O)[nH]c(=O)n2C	-14%	-11%
Cc1cc2oc(C(=O)NCC(c3cccs3)N3CCCCCC3)cc(=O)c2cc1C (configuration not stated)	-10%	8%
CCOc1ccc(C(=O)N(Cc2nc(-c3cccc(C)c3)no2)C(C)C)cc1	?	-20%
Cc1ccc(C=Nc2ccc(C(C)(C)C)cc2)s1	-1%	-15%
CCOc1ccc(C(=O)N2CCN(CCc3ccccn3)CC2)cc1	2%[57.5 µM]	-5%[57.5 µM]
CC1(C)C2CCC1(C)C(NC(=O)Cc1ccccc1)C2 (configuration not stated)	3%	-1%
CC(Sc1nc2ccccc2o1)C(=O)C12CC3CC(CC(C3)C1)C2 (configuration not stated)	-8%	-2%
Cc1ccc(S(=O)(=O)/C(C#N)=C\c2ccc(F)cc2)cc1	?	-9%
Cc1ccc(C2C=C(c3ccc(Cl)cc3)Nc3nc(NC(=O)CCC(=O)O)nn32)cc1 (configuration not stated)	?	-6%
O=C(Nc1cc(F)ccc1F)c1cnn2c(C(F)F)cc(C3CC3)nc12	1%	2%

The list is partial; rates above refer to the full screens.
